Insulin prom inh – TRM-6 insulin promoter activity inhibition | hit rate 0.9% among 130,000 | inhibition, % at 2 µM | TRM-6 cells (human fetal islet line), insulin promoter-eGFP reporter, imaging; reporter expression induced with tamoxifen | AID 1273;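 active = inhibition above the mean plus 3 SD, with well images judged a real hit on visual review, cut at about 60% in these data, passing the limit was not always enough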
sdo1 growth – compounds rescuing growth of sdo1-depleted yeast, bone marrow failure model | hit rate 0.21% among 140,000 | S. cerevisiae sdo1-depleted JHY4D growth rescue, OD600 30 h; stronger effect = higher value; pdr5 snq2 efflux-pump mutant strain | z-score at 10 µM;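 active = z-score above 3 at both the 24 hr and the 30 hr optical density reads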;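 also: z-score against mean and SD of all compound wells on the same plate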
sdo1 growth Rescue 24 h – second read-out of sdo1 growth, no call of its own (marks repeat the call); z-score; S. cerevisiae sdo1-depleted JHY4D growth rescue, OD600; measured here: growth rescue at 24 h;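 0 is the plate mean of compound wells and units are plate SD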
Numbers without * were called inactive; . = no result given; & = joins results of further samples. An excerpt (hit frequency here may not be typical).

no. | Compound | sdo1 growth Rescue 24 h | sdo1 growth | Insulin prom inh
1 | Cc1cccc(NC(=O)CN2C(=O)N/C(=C\c3ccc(N4CCOCC4)cc3)C2=O)c1 | -0.34 | -0.58 | 23
2 | CCCN1C(=O)N(C)C(N(O)C(=O)NC)C1(C)C (configuration not stated) | -0.31 | 0.04 | -26
3 | OCc1nnn(-c2cccc(C(F)(F)F)c2)c1CO | -0.96 | 0.47 | .
4 | CC(=O)c1c(C)nc(-c2ccc(Cl)cc2)nc1N=CN(C)C | -0.74 | -0.5 | -100
5 | Cc1ccc(OCCOCCn2cnc3ccccc3c2=O)c([N+](=O)[O-])c1 | -0.12 | -0.72 | -27
6 | Cc1cccc(N2C(=O)N(c3ccccc3C)C3CS(=O)(=O)CC32)c1 (configuration not stated) | -0.42 | 0.23 | -21
7 | Cc1nn(Cc2c(F)c(F)c(F)c(F)c2F)c(C)c1NC(=O)c1c([N+](=O)[O-])cnn1C | -0.36 | 0.29 | -4
8 | Cc1ccccc1NC(=O)CC1SC(=O)N(c2ccccc2)C1=O (configuration not stated) | -1.2 | -0.86 | -14
9 | Cc1cc(C)n(-c2cccc3cccnc23)n1 | -0.72 | -0.22 | -288
10 | CC(C)NC(=O)N1CCOCCOCCN(C(=O)NC(C)C)CCOCCOCC1 | 0.44 | 1.1 | .
11 | Cc1cc(C)cc(N(CC(=O)N2CCC(C)CC2)S(C)(=O)=O)c1 | -1.5 | -1.1 | 44
12 | CCOCCCN(Cc1ccco1)C(=O)c1cc2c(=O)[nH]c3ccc(C)cc3c2s1 | -0.45 | -1.3 | .
13 | S=C(Nc1ccccc1)Nn1cnnc1 | -0.19 | -0.09 | -32
14 | CCOC(=O)Nc1ccccc1C(=O)N1CCOCC1 | 0.81 | 0.88 | .
15 | COc1cc(/C=N\NC(=O)C2CC3C=CC2C3)ccc1O (configuration not stated) | 0.17 | 1.2 | 38
16 | COC(=O)CN(c1nc(C)cc(OC)n1)S(=O)(=O)c1ccccc1 | 1 | 0.29 | -44
17 | CCOP(=O)(c1c(F)c(F)c(F)c(F)c1F)C1(O)CCCCC1 (configuration not stated) | 0.7 | 0.75 | 6
18 | Cc1ccc(-c2nnc(-n3nc(C)cc3C)c3ccccc23)cc1 | 0.51 | 0.42 | -10
19 | Cc1noc(/C=C/N(C)C)c1S(=O)(=O)N1CCCC(C(=O)NC2CCCCC2)C1 (configuration not stated) | 0.3 | 1.2 | .
20 | CCOC(=O)CCSc1nc(-c2ccc3c(c2)OCO3)cc(C(F)(F)F)c1C#N | -0.2 | -0.37 | 45
21 | C=CCNC(=S)N/N=C(\C)c1cccnc1 | . | . | -57
22 | COc1cc(CN(CCc2c(C)[nH]c3ccc(C)cc23)C(=S)NC(C)(C)C)cc(OC)c1OC | -0.63 | -0.12 | 14
23 | Cc1ccc(NC(=O)CC2Oc3ccc(C)cc3NC2=O)cc1 (configuration not stated) | 0.41 | 0.75 | .
24 | COc1cc(-c2nnc(COc3ccc4ccccc4c3)o2)cc(OC)c1OC | 0.35 | -0.58 | -53
25 | CCOC(=O)NCCc1ccc(OC)cc1 | 0.18 | -0.16 | -9
26 | c1ccc2c(c1)OCC(c1csc3ncnc(N4CCOCC4)c13)O2 (configuration not stated) | 0.17 | 0.05 | 21
27 | COc1ccc(/C(C)=N/OCC(=O)Nc2nc3ccccc3s2)cc1 | -0.3 | -0.73 | -48
28 | CC(C)N(Cc1nc2ccccc2[nH]1)C(C)C | 0.63 | 1 | .
29 | COC(=O)c1cc2sccc2n1Cc1nc(-c2cccc(Cl)c2)oc1C | -0.99 | -1.6 | .
30 | Cc1ccc(S(=O)(=O)N(C)Cc2ccc(C(=O)N/N=C/c3ccc(OC(F)F)cc3)cc2)cc1 | 4 | 1.7 | 13
31 | O=C(c1cn[nH]c1)N1CCc2c([nH]c3ccccc23)C1c1c(F)cccc1Cl (configuration not stated) | . | . | -136
32 | O=C(Nc1ccc(-c2csc(-c3ccccc3)n2)cc1)c1ccccc1Cl | 0.43&1.6 | -1.3&0.19 | -3
33 | O=[N+]([O-])c1ccc(N2CCN(c3ccccc3O)CC2)c(Cl)c1 | -0.21 | -1.1 | -3
34 | Nc1c(N2CCOCC2)cc(Cl)c2nonc12 | 7.5* | 6* | .
35 | CC12CCC(C(=O)Nc3ccccc3-n3cccc3)(CC1=O)C2(C)C (configuration not stated) | -0.8 | -0.19 | .
36 | CCC(C)Cn1c(C)nc2ccccc21 (configuration not stated) | -0.42 | -0.09 | 26
37 | CCn1c(C)nc2c1C(=O)c1ccccc1C2=O | -0.27 | 0.19 | -54
38 | CC1NC2(C(=O)N(Cc3ccccc3)c3ccccc32)C2C(=O)N(c3ccccc3)C(=O)C12 (configuration not stated) | -1.1 | -1.1 | .
39 | CC(=O)Nc1cc(C(=O)OC(C(=O)c2ccccc2)c2ccccc2)ccc1C (configuration not stated) | -0.41 | -0.67 | 14
40 | Cc1ccc([C@@H]2C3COCC=C3C(C#N)=C(N)C2(C#N)C#N)o1 (some centres not stated) | 3.3 | 1.2 | .
41 | CCCOC(=O)c1c(-c2ccc(C)cc2C)csc1NC(=O)C1C2CCC(O2)C1C(=O)O (configuration not stated) | 1.3 | 1.6 | -85
42 | COc1ccccc1/C=C/C(=O)c1c2c(c(C)[nH]c1=O)CCCC2 | -1.6 | -0.06 | .
43 | Cc1cc(C)c[n+](-c2nc3ccccc3nc2[N-]S(=O)(=O)c2ccc(Br)s2)c1 | 1.6 | 1.1 | -94
44 | COc1ccc(OC)c(CNC(=O)C2CCCN(C(=O)N(C)C)C2)c1 (configuration not stated) | 0.48 | 1.5 | -43
45 | CCc1ccccc1OCC(=O)N(CC)CC(=O)NCc1ccc(F)cc1 | 1.4 | 1.2 | .
46 | COCC(C)NCc1ccccc1C (configuration not stated) | 0.54 | 0.86 | .
47 | CC12CCC(C(=O)Nc3cccc(NC(=O)C45CCC(C)(C(=O)O4)C5(C)C)n3)(OC1=O)C2(C)C | 0.1 | -0.25 | -25
48 | O=C(NCc1cccnc1)c1ccc(COc2ccc(Cl)cc2)cc1 | . | . | 33
49 | N#Cc1c(-c2ccccc2)ccn(Cc2cccc(Cl)c2)c1=O | -1.1 | -2.1 | 29
50 | CN(C)c1ccc(CNC2CC(C)(C)NC(C)(C)C2)cc1 | 0.89 | 0.69 | 15
51 | COc1ccc(C2CCCN2C(=O)Nc2ccc(F)cc2)cc1OC (configuration not stated) | -0.73 | 0.49 | 40
52 | CCCCC(c1nnnn1C1CCCC1)N1CCN(C2CCCCC2)CC1 (configuration not stated) | 0.84 | 1.1 | -63
53 | COc1cc(C(=O)Sc2ccc(Cl)cc2)cc(OC)c1OC | -1 | -0.69 | .
54 | Cc1cccnc1NC(=O)CSc1nnc(Cc2ccccc2)o1 | -1.5 | -0.42 | 5
55 | O=C(N/N=C/c1cccs1)c1ccc2nc[nH]c2c1 | . | . | 40
56 | CCCCCCN(C(=O)CCCCCN1C(=O)NC(c2ccc(-c3ccccc3)cc2)C(C(=O)OCc2ccccc2)=C1C)C(C(=O)NCCCC)c1ccc(OCC(=O)OC)cc1 (configuration not stated) | -0.25 | -0.29 | -5
57 | CCOC(=O)C1C(c2ccc(OC)cc2)N(C)OC1(O)C(F)(F)F (configuration not stated) | . | . | 50
58 | CCC(C(=O)N1CCN(c2cccc(Cl)c2)CC1)c1ccccc1 (configuration not stated) | -1.5 | -2.2 | .
59 | COc1cccc(Cn2cnc3c(NS(=O)(=O)c4ccc(Cl)cc4)c(C)c(C)cc32)c1 | -0.71 | -1.3 | -88
60 | O=C(O)CCCC(=O)Nc1ccc(Cl)cc1 | . | . | -48

The list continues:
no. | Compound | sdo1 growth Rescue 24 h | sdo1 growth | Insulin prom inh
61 | O=C(Nc1cccc2cccnc12)C1CCCC1 | 0.29 | 0.81 | 53
62 | Cc1ccccc1C(=O)NN(C)c1nc2ccccc2nc1C(F)(F)F | 0.78 | 0.03 | -7
63 | Cc1ccccc1OCc1nc2ccc(S(=O)(=O)N3CCOCC3)cc2[nH]1 | -0.31 | -1.4 | -62
64 | CCCCNC(=S)Nc1ccccc1F | 0.03 | 0.82 | 49
65 | O=C(NCc1ccco1)Nc1ccc(Br)cc1Cl | 0.38 | 0.68 | -10
66 | O=S1(=O)C=CC(Nc2cccc(Cl)c2)C1 (configuration not stated) | 0.32 | 0.66 | 74
67 | CC(c1cccs1)N(C(=O)Nc1ccccc1)C1CCCCC1 (configuration not stated) | 1.1 | -0.32 | 40
68 | N/C(=N\OC(=O)CCC1CCCC1)c1ccc([N+](=O)[O-])cc1 | . | . | 44
69 | Cn1c(OCc2cccnc2)nc2c1c(=O)n(Cc1ccc(Br)cc1)c(=O)n2C | -2.1 | -1.7 | .
70 | CN(CCC#N)C(=O)COC(=O)c1ccc(CNS(=O)(=O)c2ccc(F)c(Cl)c2)cc1 | -0.68 | 0.24 | .
71 | COc1ccc(C2CCCN2C(=S)Nc2ccccc2C)cc1OC (configuration not stated) | . | . | -24
72 | CCCn1c(C)cc(/C=C(\C#N)C(=O)O)c1C | 0.05 | 0.81 | .
73 | CC1(C)Cc2c(sc(NC(=O)c3ccco3)c2C(=O)O)CO1 | 0.46 | 0.35 | -24
74 | O=C(O)C1CC=CCC1C(=O)NC12CC3CC(CC(C3)C1)C2 (configuration not stated) | -0.26 | 0.13 | 0
75 | CN1C(=O)c2cccc(N(C)C)c2C1=O | -0.06 | 0.7 | -12
76 | COc1cc(S(=O)(=O)Nc2c(C)cc(C)cc2C)ccc1Cl | -1.1 | -1.6 | 0
77 | CC1CCCN(CC(O)CN)C1 (configuration not stated) | 0.67 | 1.2 | 40
78 | Cc1ccccc1OCC(=O)OC1CCN(C)CC1 | 0.53 | 0.96 | 32
79 | CCOc1ccc(Cl)cc1CSc1ncn[nH]1 | 0.07 | -0.38 | 0
80 | COc1ccnc(CSC(N)=Nc2cccc(C(F)(F)F)c2)c1 | 0.03 | -0.07 | 10
81 | COc1ccccc1N1C(=O)CCC1(C#N)c1ccccc1 (configuration not stated) | 0.66 | 0.68 | 8
82 | Cn1c(=O)c(C(=O)CSc2nncs2)c(N)n(Cc2ccccc2)c1=O | 0.35 | 0.25 | -6
83 | CCN(CC)C(=O)CSc1nc2ccccc2c(=O)n1OC(C)C | 0.27 | 0.01 | 29
84 | Cc1c(C(=O)Nc2ccc3c(c2)OCCO3)sc2nc(-c3ccccc3)cn12 | -1.6 | -2 | 62
85 | CCOC(=O)c1c(CN2CCN(CCO)CC2)n(C)c2cc(Br)c(OC)cc12 | 1.4 | 1.4 | .
86 | O=c1c2ccccc2oc2nc3ccn(Cc4ccncc4)c(=O)c3cc12 | -0.77 | 0.15 | 7
87 | CCc1c(C)nc(N)c(C#N)c1-c1ccccc1 | . | . | 61
88 | CCn1c(C)c(C(C)=O)c(N2CCN(c3ccccc3)CC2)nc1=S | -0.46 | 0.07 | 13
89 | O=C(O)CCCCCN1C(=O)CSC1=S | 0.78 | 0.36 | .
90 | Cc1cc(C(=O)N/N=C/c2sccc2C)no1 | -0.86 | -0.76 | 17

Part of the list above, set out differently:
Every second line gives: sdo1 growth Rescue 24 h	sdo1 growth	Insulin prom inh
61	O=C(Nc1cccc2cccnc12)C1CCCC1
    0.29	0.81	53
62	Cc1ccccc1C(=O)NN(C)c1nc2ccccc2nc1C(F)(F)F
    0.78	0.03	-7
63	Cc1ccccc1OCc1nc2ccc(S(=O)(=O)N3CCOCC3)cc2[nH]1
    -0.31	-1.4	-62
64	CCCCNC(=S)Nc1ccccc1F
    0.03	0.82	49
65	O=C(NCc1ccco1)Nc1ccc(Br)cc1Cl
    0.38	0.68	-10
66	O=S1(=O)C=CC(Nc2cccc(Cl)c2)C1 (configuration not stated)
    0.32	0.66	74
67	CC(c1cccs1)N(C(=O)Nc1ccccc1)C1CCCCC1 (configuration not stated)
    1.1	-0.32	40
68	N/C(=N\OC(=O)CCC1CCCC1)c1ccc([N+](=O)[O-])cc1
    .	.	44
69	Cn1c(OCc2cccnc2)nc2c1c(=O)n(Cc1ccc(Br)cc1)c(=O)n2C
    -2.1	-1.7	.
70	CN(CCC#N)C(=O)COC(=O)c1ccc(CNS(=O)(=O)c2ccc(F)c(Cl)c2)cc1
    -0.68	0.24	.
71	COc1ccc(C2CCCN2C(=S)Nc2ccccc2C)cc1OC (configuration not stated)
    .	.	-24
72	CCCn1c(C)cc(/C=C(\C#N)C(=O)O)c1C
    0.05	0.81	.
73	CC1(C)Cc2c(sc(NC(=O)c3ccco3)c2C(=O)O)CO1
    0.46	0.35	-24
74	O=C(O)C1CC=CCC1C(=O)NC12CC3CC(CC(C3)C1)C2 (configuration not stated)
    -0.26	0.13	0
75	CN1C(=O)c2cccc(N(C)C)c2C1=O
    -0.06	0.7	-12

Following part
no. | Compound | sdo1 growth Rescue 24 h | sdo1 growth | Insulin prom inh
91 | CCCNS(=O)(=O)c1ccc(CCC(=O)N2CCOCC2)cc1 | -0.1 | 0.89 | -15
92 | Cc1cccc(NC(=S)N/C(=N/S(=O)(=O)c2ccccc2)c2ccccc2)c1 | 2.3 | 0.14 | 8
93 | CN1C(=O)/C(=C/c2ccccc2OCc2ccc(F)cc2)N(C)C1=S | 1 | 0.29 | .
94 | Cc1ccc(C(=O)Nc2nccs2)cc1S(=O)(=O)N1CCCCC1 | -0.52 | -0.55 | .
95 | O=C(NCCCCc1ccccc1)C1CC(c2cccc([N+](=O)[O-])c2)=NO1 (configuration not stated) | -0.06 | -0.81 | 13
96 | O=C(Nc1cccc(C(F)(F)F)c1)c1n[nH]c(Cn2cncn2)n1 | 0.64 | 0.59 | 29
97 | CN(C)/C=C(/C(=O)c1ccc(Cl)cc1Cl)S(=O)(=O)c1ccccc1 | -0.42 | 0.06 | .
